# Bioassay records as filed in PubChem BioAssay.
# NCOA2 inhibitor: inhibition of GAL4-SRC2 driven luciferase reporter, primary screen, SRC2 inhibitor project, cell-based, luminescence | Nuclear receptor coactivator 2 (Homo sapiens), Q15596 | HEK293 GAL4-SRC2 luciferase reporter | inhibition, % at 9 µM | 370,000 tested, 0.17% active | AID 651957, 2012;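 active = inhibition above the mean inhibition of all tested compounds plus 3 SD, set per campaign, cut at about 52% in these data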;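 also: 0% = DMSO treated cells and 100% = cells given Gossypol at 36 µM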
# C8 TRAIL sens: viability loss with TRAIL in NB7+C8 cells, primary screen, TRAIL sensitizer project, cell-based, ATPlite luminescence | inhibition (viability loss, TRAIL sensitization), % at 10 µM | 360,000 tested, 1% active | AID 624354, 2012;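 active = compounds causing at least 50% loss of cell viability in the single-dose screen, relative to plate controls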
# SRC3 inh: SRC3 coactivator transcriptional activity inhibitors, primary screen, cell-based, luminescence. inhibition, % at 3.6 µM. 360,000 tested, 0.17% active. AID 588352, 2011. HEK293 GAL4-SRC3 luciferase reporter;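 active = inhibition above a per-campaign cutoff, the mean of all compounds plus 3 SD, cut at about 60% in these data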;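 also: 0% = DMSO-treated cells and 100% = gossypol-treated cells at 36 µM; higher means less SRC3-driven luciferase light from the GAL4 reporter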
# CF NFkB inh: inhibitors of PAF-induced NF-kB signaling, primary screen, cell-based, GFP fluorescence, uHTS | inhibition, % at 5 µM | KKLEB NF-kB-GFP reporter, GFP fluorescence overnight | 360,000 tested, 0.86% active | AID 588850, 2011;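 active = at least 50% inhibition at 5 µM, scaled per plate between neutral and stimulator controls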;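 also: PAF is a Pseudomonas aeruginosa culture filtrate used as stimulus; plate controls were PAF-stimulated DMSO wells for no effect and unstimulated DMSO wells for full effect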
# KKLEB cytotox: cytotoxicity in KKLEB CF airway cells, primary screen, cytotoxicity control for CF NF-kB inhibitor project, cell-based, uHTS, fluorescence assay plates; 360,000 tested, 0.36% active; AID 602141, 2011; KKLEB CF airway cells viability, ATPlite luminescence, overnight; active compounds read low; cells stimulated with P. aeruginosa culture filtrate; activity change (cytotoxicity), % at 5 µM;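 active = corrected activity change at or below -50% at 5 µM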
# TROY signal inh: inhibitors of TROY-driven NF-kB signaling, primary screen, Q293 LMP1-TROYcd cells, NF-kB luciferase, uHTS. Q293 LMP1-TROYcd NF-kB luciferase reporter, 4 h. inhibition, % at 10 µM. 360,000 tested, 0.98% active;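 active = compounds whose plate-normalised and pattern-corrected inhibition of the luciferase reporter signal at the single screening dose is 50% or more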
# LMP1 NFkB inh: EBV LMP1-driven NF-kappaB luciferase reporter inhibitors, primary screen, cell-based, luminescence, single point. inhibition, % at 12.5 µM. AID 504558, 2011. LMP1-induced NF-kappaB luciferase reporter cells. 350,000 tested, 0.69% active; in the data active = inhibition above about 41%;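 also: 0% = neutral control wells and 100% = reference inhibitor control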
# TWEAK-Fn14 inh: inhibitors of TWEAK-Fn14 signaling, primary screen, luciferase reporter cells, uHTS; inhibition, % at 10 µM; 360,000 tested, 2% active; TWEAK-stimulated Fn14 reporter cells, luciferase luminescence, 8 h; AID 1159606, 2016; in the data active = inhibition above about 50%
# LRH-1 inv ag: LRH-1 (NR5A2) inverse agonists, primary screen, cell-based, luminescence, HEK293T, StAR-luciferase reporter; AID 602396, 2012; LRH-1 transfected, 24 h; inhibition, % at 3.6 µM; 360,000 tested, 0.13% active;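 active = inhibition above the mean inhibition of all tested compounds plus 3 SD, cut at about 73% in these data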;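 also: 0% = DMSO wells and 100% = reporter-only cells lacking LRH-1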
# SRC1 inh: SRC1 coactivator transcriptional activity inhibitors, primary screen, cell-based, luminescence | Nuclear receptor coactivator 1 (Homo sapiens), Q15788 | HEK293 GAL4-SRC1 luciferase reporter | inhibition, % at 3.6 µM | 360,000 tested, 0.12% active | AID 588354, 2011;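 active = inhibition above the campaign mean plus 3 SD, with each screening campaign given its own cutoff, cut at about 60% in these data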;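 also: 0% = DMSO treated cells and 100% = gossypol at 36 µM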
# NR2F2 inh: NR2F2 transcriptional activity inhibitors, primary screen, cell-based, luciferase reporter, HEK293T, luminescence; COUP transcription factor 2 (Homo sapiens), P24468; HEK293T NGFI-A luciferase reporter; inhibition, % at 8.6 µM; 370,000 tested, 0.7% active; AID 686940, 2013;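 active = inhibition above a per-plate cutoff, mean inhibition of test wells between control levels plus 3 SD, cut at about 38% in these data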;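 also: cells cotransfected with COUP-TFII expression vector driving the NGFI-A reporter; 0% = median of COUP-TF2 test wells and 100% = reporter-only cells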
# * = called active by the depositor; . = no result given.
SMILES,NCOA2 inhibitor,C8 TRAIL sens,SRC3 inh,CF NFkB inh,KKLEB cytotox,TROY signal inh,LMP1 NFkB inh,TWEAK-Fn14 inh,LRH-1 inv ag,SRC1 inh,NR2F2 inh
C[n+]1ccccc1C1CCCC/C1=N\Nc1ccc([N+](=O)[O-])cc1[N+](=O)[O-] (stereo not drawn),10,-10,10,3,6,11,-1,7,6,-27,-4
CCS(=O)(=O)c1nc(S(=O)(=O)c2ccc(Cl)cc2)c(NCCOC)s1,-23,-4,13,19,-1,-3,-11,-11,-14,-12,1
N#Cc1cccc(C=C(C(=O)c2ccccc2)c2ccccc2)c1,43,3,.,.,.,-50,.,64*,46,.,24
O=C(CN1CCOCC1)Nc1ccccc1-c1ccccc1,27,20,18,5,-2,-1,0,5,10,5,-5
CCOC(=O)N1CCN(c2c(NC3CCN(Cc4ccccc4)CC3)c(=O)c2=O)CC1,1,-14,-34,-6,13,-6,7,15,23,0,9
C[C@@H]1CN([C@@H](C)CO)C(=O)Cc2cc(NC(=O)Nc3cccc4ccccc34)ccc2O[C@@H]1CN(C)S(C)(=O)=O,3,-2,5,24,-12,-7,0,6,9,0,11
Cc1cc(C)cc(NC(=O)Nc2cc(-c3ccccc3)nn2C)c1,-44,-5,11,7,6,-20,-1,2,-8,-40,-18
COc1cccc(COc2ccc3c(C)c(Cc4ccccc4)c(=O)oc3c2)c1,9,-6,4,3,-3,-25,6,3,15,-9,3
Cc1ccc(N2CC(C(=O)Nc3nnc(SCC(=O)NCC4CCCO4)s3)CC2=O)cc1 (stereo not drawn),-6,8,-1,27,-1,4,-2,-8,9,0,-10
CCN(CC)CCCNc1nc2ccccc2c2[nH]c3ccc(OC)cc3c12,-273,41,42,13,-17,69*,-32,5,52,28,-36
CCCn1c(CCC(=O)Nc2ccccc2Cc2ccccc2)nc2cc(S(=O)(=O)N3CCOCC3)ccc21,-10,-8,0,8,-4,-13,3,1,-5,-1,23
Cc1ccc(S(=O)(=O)CCC(=O)Nc2nc(C(C)(C)C)cs2)cc1,21,0,-1,-24,1,5,6,-1,16,6,-4
Cc1ccc(-c2csc(NC(=O)N3CCOCC3)n2)cc1,-18,23,-19,-10,-8,-33,7,7,-42,-32,27
O=C(CSc1ccc2ccccc2n1)N1CCC(c2noc3ccc(F)cc23)CC1,-7,-4,-6,-4,3,21,-1,-15,2,-11,1
CN(C)c1ccc(NC(=O)CN2C(=O)c3ccccc3C2=O)cc1,-33,-4,6,-17,10,-16,3,-14,7,-27,12
Cc1cccc(NC(=O)COC(=O)CCc2c[nH]c3ccccc23)c1,19,17,14,20,10,-16,4,0,-12,-7,-18
C/C(=N\Nc1ncc(Cl)cc1Cl)c1ccc(S(=O)(=O)NCc2ccco2)cc1,-49,8,-36,2,3,-83,-31,-13,-118,-64,-11
CCOc1ccccc1C(=O)NN1C(=O)C2CCCCC2C1=O (stereo not drawn),10,-9,-3,-10,10,-11,-12,9,12,-13,-17
COc1ccc(N2CCN(c3nc4c(c(=O)n(C)c(=O)n4C)n3Cc3ccccc3)CC2)cc1,14,-6,19,-12,14,15,20,-6,-5,-4,18
N#Cc1ccc(NC(=O)Nc2ccc(Oc3ccc(NC(=O)Nc4ccc(C#N)cc4)cc3)cc2)cc1,19,38,10,-11,15,62*,15,105*,15,22,16
CCOC(=O)[C@]12CCC=C1N(CCC1=CCCCC1)C(=O)[C@H](CC(=O)N1CCCC1)C2,-31,-12,.,.,.,-3,.,18,11,.,5
Cn1c(N)c(C(=O)N2CCN(c3ccccc3)CC2)c(=O)n(C)c1=O,-9,1,2,0,6,-7,-7,-4,-1,-14,-11
COc1ccc(NC(=S)N(CCc2c(C)[nH]c3ccccc23)Cc2ccco2)cc1,-35,-3,-11,6,-7,2,-4,-2,9,-3,5
O=S(=O)(c1ccccc1)N1CCN=C1SCc1c(F)cccc1Cl,8,4,-46,-6,-8,-3,-2,-12,-14,-3,-9
c1ccc(C2=Nn3c(nnc3-c3cccnc3)SC2)cc1,-27,-2,-6,-7,0,7,5,1,32,5,-20

# Later entries
SMILES,NCOA2 inhibitor,C8 TRAIL sens,SRC3 inh,CF NFkB inh,KKLEB cytotox,TROY signal inh,LMP1 NFkB inh,TWEAK-Fn14 inh,LRH-1 inv ag,SRC1 inh,NR2F2 inh
C[C@H](CO)N1C[C@H](C)[C@@H](CN(C)S(=O)(=O)c2ccc(F)cc2)Oc2c(NC(=O)CCC(F)(F)F)cccc2C1=O,-9,-19,7,17,-17,-11,0,-23,5,-10,-3
COc1cccc(NC(=S)N2CCN(S(=O)(=O)c3ccc(F)cc3)CC2)c1,-2,-4,-8,16,-14,1,-11,0,-22,0,7
COCCCNC(=O)C(=O)NC1CCCCC1C (stereo not drawn),-9,-11,-5,22,-9,-15,8,7,-18,4,18
O=[N+]([O-])c1ccc(O)c(/C=N/Nc2ccccc2Cl)c1,-27,5,-68,42,-20,69*,-38,11,-68,-83,-18
COc1ccc(N2CCN(Cc3cc(=O)oc4ccc(C)cc34)CC2)cc1,1,0,0,-6,3,-5,4,5,-3,3,-6
O=C1OC(c2ccc(F)cc2)CC1CN1CCOCC1 (stereo not drawn),15,-8,14,-13,-5,3,.,-10,14,-4,-3
Cc1ccccc1NC(=O)CSCCN1C(=O)c2ccccc2C1=O,-1,-10,-1,-3,2,-5,11,-32,-4,-2,1
O=C(O)c1ccccc1C(=O)N1N=C2/C(=C/c3cccc([N+](=O)[O-])c3)CCCC2C1c1cccc([N+](=O)[O-])c1 (stereo not drawn),0,-19,-4,-18,3,-8,-3,-13,1,-23,-15
O=C(Nc1ccc(F)cc1)C1CCCN1S(=O)(=O)c1ccc(Br)cc1 (stereo not drawn),5,-7,-1,-17,-4,-7,-4,14,5,4,2
COC(=O)CSc1nnc(CNc2ccc(Cl)cc2)n1Cc1ccccc1,-13,11,13,4,5,0,-18,-7,8,-14,-6
CC1(C)Cc2c(C#N)c(N)n(-c3ccccc3)c(=S)c2CO1,-4,3,2,7,-2,-3,0,6,-2,0,-12
COc1ccc(C2=Nn3c(nnc3-c3ccccc3OC)SC2)cc1OC1CCCC1,.,19,2,68*,-18,46,34,18,39,-16,.
O=C(c1ccccc1)c1nn(-c2ccc(Cl)cc2)c(=O)cc1C(F)(F)F,69*,23,64*,-4,-15,-48,64*,74*,85*,26,40*
O=C(Cc1ccccc1F)Nc1cccc(S(=O)(=O)N2CCOCC2)c1,19,8,9,-16,-11,7,-8,-16,5,8,6
N#C/C(=C\c1c(N2CCCCCC2)nc2ccccn2c1=O)C(=O)NC1CCS(=O)(=O)C1 (stereo not drawn),14,2,11,-3,1,-11,14,10,22,3,-2
CCCN(CCC)C(=O)CSc1nc2ccccc2c(=O)n1C1CCCC1,19,5,14,26,-5,23,0,24,0,-23,21
N/C(=N\OC(=O)c1ccccc1Cl)c1cccc([N+](=O)[O-])c1,-55,15,-110,-20,-1,6,-50,20,-54,-90,-41
O=C(CSCc1ccc(F)cc1)Nc1ccc(N2CCOCC2)cc1N1CCOCC1,-7,7,-3,-34,11,-23,-3,-1,6,-1,20
N#Cc1cn(Cc2ccncc2)c(=O)[nH]c1=O,2,-1,6,2,0,-19,4,-6,12,-62,-8
CN(c1ccccc1)S(=O)(=O)c1cccc(C(=O)NC2CC(C)(C)NC(C)(C)C2)c1,12,3,-19,2,10,13,2,3,-11,-8,1
CC1CCCCN1CCNC(=O)c1cnn2ccccc12 (stereo not drawn),2,1,-20,-30,-2,-9,4,-22,-1,-11,4
O=C(NCCCN1CCCCC1)C1CC(=O)N(CCc2ccccc2)C1 (stereo not drawn),-22,1,-2,10,-4,9,-5,5,-5,4,-8
O=C(NC(=S)Nc1ccc(N2CCN(C(=O)c3ccccc3)CC2)cc1)c1cccs1,13,8,37,12,5,40,21,15,12,28,2
Cc1ccc(-c2cn3cc(C)ccc3n2)cc1,73*,88*,19,-15,-62*,86*,82*,105*,31,15,73*
N/C(=N\c1nc2c(c(=O)[nH]1)CCCC2)Nc1ccccc1Sc1ccccc1,-16,28,16,-70,-33,-32,-29,12,-1,-11,-22

# Next part
SMILES,NCOA2 inhibitor,C8 TRAIL sens,SRC3 inh,CF NFkB inh,KKLEB cytotox,TROY signal inh,LMP1 NFkB inh,TWEAK-Fn14 inh,LRH-1 inv ag,SRC1 inh,NR2F2 inh
COc1ccc(S(=O)(=O)NN(C)C(=O)c2nn(-c3ccccc3)ccc2=O)cc1,8,15,1,-11,0,-1,-5,3,23,-13,7
C[C@@H](C(=O)NCc1ccco1)N1C(=O)N2CCc3c([nH]c4ccccc34)[C@@]2(C)C1=O,-11,10,0,2,4,-6,0,10,9,-10,13
CC(C)CC(=O)Nc1ccc(C(=O)COC(=O)C2CC(=O)N(Cc3ccccc3)C2)cc1 (stereo not drawn),-10,-7,-6,-3,-2,19,-1,-10,6,-8,-16
N#Cc1ccc(N2CCOCC2)c([N+](=O)[O-])c1,-3,0,8,12,-18,0,-3,0,-20,-32,6
O=C(CCSc1nccn1Cc1ccccc1)N1CCOCC1,-18,-1,-6,-3,10,-12,-5,-2,-17,-33,-18
CCOc1ccc(/C=C2/SC(=S)N(C(C(=O)O)c3ccccc3)C2=O)cc1OCC (stereo not drawn),-14,-9,19,14,-2,17,-10,-15,12,10,-4
Cc1ccc(Nc2c3c(nc4ncnn24)CCC3)cc1,-20,2,8,11,4,1,4,13,7,2,-15
COc1cc2cc(CN(Cc3cccs3)C(=S)Nc3ccc(C)cc3)c(=O)[nH]c2cc1OC,-28,36,9,-1,2,-29,-5,-25,0,13,7
CC(=O)N1CCN(c2ccc(NC(=O)c3cccc(OCc4ccccc4)c3)cc2)CC1,-7,2,10,2,3,0,-6,7,-4,8,-3
Cc1cc(NS(=O)(=O)c2ccc(NC(=O)Cc3ccc(Cl)c(Cl)c3)cc2)no1,8,14,5,15,-6,-3,-1,7,-24,-8,0
CC1CCCC(C)N1C(=O)COC(=O)CSc1ccc([N+](=O)[O-])cc1 (stereo not drawn),-27,-7,-28,7,-20,-4,2,-14,-20,-8,-8
O=C(Nc1ccc(S(=O)(=O)Nc2ncccn2)cc1)C1COc2ccccc2O1 (stereo not drawn),8,-9,-9,-2,17,9,-8,-7,9,11,13
Cc1ccc2[nH]c3nc(SCCN4CCOCC4)nnc3c2c1,-45,-3,-36,-19,1,32,-4,-2,-51,-30,-13
